# LGR2 antag: Drosophila LGR2 receptor signaling inhibition; AID 720647; inhibition, % at 9.99 µM; 0.35% of 380,000 active; HEK293 LGR2, CRE-luciferase, bursicon-stimulated, 4 h;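 active = drop in luminescence signal, shown as inhibition above about 50% in the replicate tests, limit read from the data, passing the limit was not always enough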;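 also: agonist challenge used bursicon conditioned medium at about half maximal strength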
# PAX8 reporter: PAX8 transcriptional activity inhibition; RMG-I TPO-luciferase reporter, SteadyGlo, 24 h; inhibition, % at 12.6 µM; 1.2% of 360,000 active;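 active = mean replicate inhibition at least 60% with every replicate also reaching 60%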;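 also: luciferase light reporting Pax8 driven TPO promoter activity; plate controls were median of neutral control wells for no effect and mitoxantrone controls for full effect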
# PglD inh: inhibitors of Campylobacter jejuni PglD acetyltransferase. purified PglD enzyme, DTNB colorimetric CoA detection. inhibition, % at 12.5 µM. 0.098% of 360,000 active; in the data active = inhibition above about 16%, passing the limit was not always enough; also: strong numbers were not always called active
# EWS-Fli block: blocks EWS/Fli oncoprotein-driven transcription | A673 NR0B1-luciferase reporter, viability-normalised | inhibition, % at 12.6 µM | 0.67% of 350,000 active;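 active = mean inhibition of at least 50% after viability correction, with every replicate also passing that limit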;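 also: firefly luciferase signal divided by Alamar Blue viability fluorescence both relative to DMSO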
# ERAP1 HTS inh: inhibitors of human ERAP1 aminopeptidase. Q9NZ08. recombinant ERAP1, Leu-AMC fluorescence, 60 min. inhibition, % at 10.7 µM. 0.15% of 340,000 active. AID 652197;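 active = mean replicate inhibition of at least 30%, or all replicates individually reaching that 30% level; inactive = mean below 30% and not every replicate reaching it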;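 also: 0% = neutral control wells and 100% = L-leucinethiol positive control wells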
# Target sequence (Q9NZ08 whole entry, looked up): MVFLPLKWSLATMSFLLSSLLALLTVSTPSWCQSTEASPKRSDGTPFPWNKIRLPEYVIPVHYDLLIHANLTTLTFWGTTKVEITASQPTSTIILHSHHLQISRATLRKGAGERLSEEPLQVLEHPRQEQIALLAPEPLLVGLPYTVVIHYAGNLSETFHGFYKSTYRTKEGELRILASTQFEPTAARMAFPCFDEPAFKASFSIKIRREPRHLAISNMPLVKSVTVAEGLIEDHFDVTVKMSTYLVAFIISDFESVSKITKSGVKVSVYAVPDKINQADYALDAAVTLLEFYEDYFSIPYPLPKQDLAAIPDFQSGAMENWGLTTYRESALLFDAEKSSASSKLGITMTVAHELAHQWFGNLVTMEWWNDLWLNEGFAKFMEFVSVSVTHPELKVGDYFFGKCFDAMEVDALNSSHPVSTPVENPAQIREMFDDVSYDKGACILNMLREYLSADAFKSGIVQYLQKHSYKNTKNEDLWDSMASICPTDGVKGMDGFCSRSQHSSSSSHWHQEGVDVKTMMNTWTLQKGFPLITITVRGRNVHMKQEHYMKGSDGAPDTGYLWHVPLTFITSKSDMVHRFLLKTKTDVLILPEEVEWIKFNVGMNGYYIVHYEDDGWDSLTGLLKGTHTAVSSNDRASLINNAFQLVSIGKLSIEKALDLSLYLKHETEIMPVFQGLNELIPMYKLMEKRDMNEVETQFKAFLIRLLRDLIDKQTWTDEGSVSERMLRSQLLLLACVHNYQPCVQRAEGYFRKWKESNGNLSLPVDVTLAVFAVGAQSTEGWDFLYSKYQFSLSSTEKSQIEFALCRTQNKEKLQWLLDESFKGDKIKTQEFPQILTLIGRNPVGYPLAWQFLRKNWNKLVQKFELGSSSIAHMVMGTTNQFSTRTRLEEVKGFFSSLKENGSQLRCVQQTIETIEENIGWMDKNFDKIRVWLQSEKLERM
# FN deposition inh: fibronectin deposition inhibition; AH1F fibroblasts, Alexa488-fibronectin deposition fluorescence, overnight; inhibition, % at 12.6 µM; 0.086% of 350,000 active;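 active = mean inhibition across replicates of 30% or more, regardless of how many single replicates reach that level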;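 also: positive control wells lacked labelled fibronectin entirely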
#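 Assay system: AH1F fibroblast monolayer, labelled fibronectin deposition. Amount: 10000 cells per well. Also added: labelled fibronectin 24 nM. Compound: single-point pinned compound. Incubation: cell attachment 1 h, compound and FN exposure overnight. Detection: fluorescence after three HBSS washes, excitation 485 nm, emission 525 nm. Read-out: inhibition of fibronectin deposition signal.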
# S100A4 inh HTS: inhibitors of human S100A4 binding to myosin IIA peptide; P26447; S100A4/TAMRA-MyoIIA peptide fluorescence polarization; inhibition, % at 10.7 µM; 0.14% of 360,000 active; AID 652163;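 active = mean inhibition of at least 70% across replicates, with every replicate also reaching that level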
# Target sequence (P26447 whole entry, looked up): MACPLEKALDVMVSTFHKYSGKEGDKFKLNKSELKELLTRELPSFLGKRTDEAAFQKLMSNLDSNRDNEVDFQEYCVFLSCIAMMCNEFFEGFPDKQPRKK
#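 Compound dosing: one dose per compound; test system: human S100A4 monomer with TAMRA-labelled myosin IIA peptide; probe or stimulus: TAMRA-labelled myosin IIA heavy-chain peptide probe, 5 nM; medium: HEPES buffer with Ca2+, pH 7.2; schedule: 5 min incubation before reading; benchmarks: neutral control DMSO, positive control TFP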
# PGC1a acetyl inh: PGC1a acetylation modulation, inhibitor mode. U2OS PGC1a acetylation, AlphaScreen anti-acetyl-lysine; with virally co-expressed GCN5 acetyltransferase. inhibition, % at 15.6 µM. 0.17% of 350,000 active;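 active = every replicate shows inhibition of at least 40%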;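 also: 0% = neutral control wells and 100% = positive control wells; some results beyond the cut were filed as inactive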
# The depositor's hits bear a star; . = not tested or not shown.
SMILES,LGR2 antag,PAX8 reporter,PglD inh,EWS-Fli block,ERAP1 HTS inh,FN deposition inh,S100A4 inh HTS,PGC1a acetyl inh
Cc1nc2ccc(S(=O)(=O)NC(C(=O)NCc3ccco3)C(C)C)cc2s1 (centres undefined),-9.7,-3.2,2.2,-1.8,1.6,-1.1,-5.7,-4.1
CCCNC(=O)[C@@H]1[C@@H](CO)[C@@H]2Cn3c(ccc(-c4cccc(OC)c4)c3=O)[C@@H]2N1C,-9.4,.,.,2.3,1.8,.,1.3,4.6
COc1ccc(C(=O)C2CCCN(Cc3cccn3-c3ccc(Cl)cn3)C2)c(OC)c1 (centres undefined),4.6,33.3,.,8.0,12.1,.,-4.7,-9.7
CCC(C)c1ccc(NC(=O)c2c([N+](=O)[O-])cnn2CC)cc1 (centres undefined),-6.7,-10.9,-3.1,-23.4,3.0,-2.0,-25.2,-0.6
CN(C)S(=O)(=O)Oc1ccsc1C(=O)Nc1cccc(Cl)c1,.,-4.5,0.9,.,.,2.0,.,8.8
Cc1ccnc(N2CCC(C(=O)NCc3ccc(F)cc3)CC2)n1,18.1,2.5,.,-10.3,3.1,7.1,-23.5,.
COc1ccc2cc(C(=O)N3CCN(Cc4ccc5c(c4)OCO5)CC3)[nH]c2c1,12.4,32.9,-4.9,.,2.2,-12.2,-4.0,-5.8
Cn1c(N)c(C(=O)COc2ccc(Cl)cc2Cl)c(=O)n(C)c1=O,-6.7,8.0,.,-11.2,2.9,15.5,14.9,2.1
C[C@@H]1CN([C@H](C)CO)C(=O)c2cc(Br)cnc2O[C@@H]1CN(C)Cc1ccccn1,-4.3,.,1.9,-5.4,1.8,.,30.4,-2.1
C/C=C/c1ccc2c(c1)O[C@@H](CN(C)S(=O)(=O)c1ccc(C)cc1)[C@@H](C)CN([C@H](C)CO)S2(=O)=O,11.3,.,-4.5,-4.4,-0.2,.,13.6,-16.3
CCN(Cc1ccccc1)Cc1nnnn1Cc1ccccc1,2.7,-2.8,1.3,.,.,-6.4,.,-10.9
COc1ccc(/C(N)=N/OC(=O)Cc2ccc(C)cc2)cc1OC,-17.6,-7.3,.,-1.5,0.6,-6.5,0.6,.
CCCC#Cc1ccc2c(c1)O[C@H](CN(C)C(=O)COC)[C@@H](C)CN([C@@H](C)CO)S2(=O)=O,19.0,.,-1.2,2.2,-0.4,-2.1,-8.6,0.6
COc1ccc(OC)c(Nc2nc(-c3sc(NC(=O)CC(C)C)nc3C)cs2)c1,-5.1,8.5,-1.5,15.7,-2.0,-10.6,-4.4,8.2
C=CCOc1cccc(C2/C(=C(\O)c3ccc4c(c3)OCCO4)C(=O)C(=O)N2Cc2cccnc2)c1 (centres undefined),20.4,-7.2,.,.,0.0,4.1,-10.2,.

# Some entries already given with just FN deposition inh and PGC1a acetyl inh.
canonical_smiles,FN deposition inh,PGC1a acetyl inh
CCCC#Cc1ccc2c(c1)O[C@H](CN(C)C(=O)COC)[C@@H](C)CN([C@@H](C)CO)S2(=O)=O,-2.1,0.6
CN(C)S(=O)(=O)Oc1ccsc1C(=O)Nc1cccc(Cl)c1,2.0,8.8
COc1ccc(/C(N)=N/OC(=O)Cc2ccc(C)cc2)cc1OC,-6.5,.
CCCNC(=O)[C@@H]1[C@@H](CO)[C@@H]2Cn3c(ccc(-c4cccc(OC)c4)c3=O)[C@@H]2N1C,.,4.6

# Two of these compounds in another layout:
smiles	LGR2 antag	PAX8 reporter	PglD inh	EWS-Fli block	ERAP1 HTS inh	FN deposition inh	S100A4 inh HTS	PGC1a acetyl inh
C[C@@H]1CN([C@H](C)CO)C(=O)c2cc(Br)cnc2O[C@@H]1CN(C)Cc1ccccn1	-4.3	.	1.9	-5.4	1.8	.	30.4	-2.1
CN(C)S(=O)(=O)Oc1ccsc1C(=O)Nc1cccc(Cl)c1	.	-4.5	0.9	.	.	2.0	.	8.8

# Other compounds follow.
SMILES,LGR2 antag,PAX8 reporter,PglD inh,EWS-Fli block,ERAP1 HTS inh,FN deposition inh,S100A4 inh HTS,PGC1a acetyl inh
CC(C(=O)NC1CCCc2ccccc21)N1CCN(Cc2ccc3c(c2)OCO3)CC1 (centres undefined),.,-0.6,-4.4,.,.,-5.2,.,-8.9
C[C@@H]1CN([C@H](C)CO)S(=O)(=O)c2ccc(C#C[C@@H](C)O)cc2O[C@@H]1CN(C)C(=O)CC1CC1,-11.1,.,-4.2,4.3,3.6,-3.1,-0.8,1.8
COc1ccc([C@H]2CC(=O)C=C(c3ccc(Br)c4ccccc34)C2)cc1,-0.9,-1.8,7.4,-0.1,0.3,-16.3,0.5,1.5
COCCCn1c(SCC(=O)NC2CCS(=O)(=O)C2)nnc1-c1ccc(Cl)cc1 (centres undefined),5.4,4.8,-2.8,0.7,-0.8,-5.5,-6.6,.
O=C(COC(=O)c1ccccc1Br)NC(=O)NCc1ccccc1,-16.6,-8.2,-0.6,1.6,-4.2,6.2,-6.0,-5.2
CCOC(=O)[C@@H]1[C@H]2COc3ccc(Br)cc3[C@@H]2N2C(=O)N(c3ccc(Br)cc3)C(=O)[C@@]12C,16.9,-2.9,-6.3,7.6,-0.1,1.4,-2.1,-7.1
CSCCC(NS(=O)(=O)c1cccs1)C(=O)NCc1ccccc1 (centres undefined),10.3,1.5,.,0.8,2.7,0.6,-17.9,.
C[C@H](CO)N1C[C@H](C)[C@H](CN(C)S(=O)(=O)c2ccc(Cl)cc2)Oc2c(NC(=O)Nc3ccc4c(c3)OCO4)cccc2C1=O,.,.,1.5,0.2,1.5,.,-2.9,-2.8
CO[C@H]1CN(C)C(=O)c2ccc(NC(C)=O)cc2OC[C@@H](C)N(Cc2cncnc2)C[C@H]1C,2.7,.,-1.6,3.7,0.5,-8.7,3.6,8.7
CCOC(=O)c1c(NC(=O)COC(=O)c2ccc(O)cc2)sc(C(=O)NC)c1C,12.5,24.2,-0.9,6.7,0.1,-4.6,2.2,-5.8
C=CCN(C(=O)CSc1nc2ccsc2c(=O)n1Cc1ccccn1)c1ccccc1,-38.8,-13.1,.,-34.7,3.0,1.6,3.8,.
COc1ccccc1-c1cc(C(=O)Nc2ccccc2SC)no1,-7.3,.,-0.7,.,.,4.2,.,7.1
CC(=O)NCCC(=O)N(Cc1ccccc1)c1nc2c(C)cccc2s1,-4.6,12.5,3.2,8.2,-1.8,2.7,0.9,-6.4
CC(C)NC(=O)Nc1ccc2c(c1)C(=O)N([C@@H](C)CO)C[C@@H](C)[C@@H](CN(C)Cc1ccccc1)OCCCC[C@@H](C)O2,-2.6,-10.2,5.3,16.9,-4.8,5.1,-3.9,-21.5
CCC(Oc1ccccc1)C(=O)Nc1ncc([N+](=O)[O-])s1 (centres undefined),2.7,-26.5,.,4.7,3.5,9.8,-2.0,-2.7
CCC(C)N(C(=O)c1csnn1)C(C(=O)NC1CCCC1)c1c(F)cccc1Cl (centres undefined),-23.5,-6.3,-0.2,2.0,-1.8,0.5,-1.8,-0.2
CC(=O)c1ccc(OCc2cc(C(=O)N3CCCCCCC3)no2)cc1,8.5,-68.1,-2.9,.,-2.3,1.6,1.7,.
Cn1cnnc1SCC(=O)Nc1ncc(C(F)(F)F)cc1Cl,-31.1,7.9,1.2,8.6,-2.2,3.5,-0.9,5.1
c1ccc(-c2csc(-c3ccncc3)n2)cc1,-31.9,-45.6,-3.6,-19.5,.,-2.4,-19.3,-7.0
Cc1ccc(OC(C)C(=O)N(C)Cc2ccccc2)c([N+](=O)[O-])n1 (centres undefined),-10.0,6.7,17.3,.,-0.4,3.9,-0.1,.
CNC[C@@H]1Oc2ncc(-c3ccc(F)cc3)cc2C(=O)N([C@H](C)CO)C[C@@H]1C,-0.5,.,5.7,-13.3,3.3,3.9,6.5,-4.3
CCOC(=O)c1[nH]c2ccccc2c1NC(=O)c1ccc(S(=O)(=O)N2CCCC2)cc1,5.2,24.3,-4.9,13.6,-1.2,0.3,-0.1,15.7
O=C(COc1cccnc1[N+](=O)[O-])Nc1ccc(Cl)cc1F,-26.5,-15.3,1.6,-30.8,1.1,.,-2.4,4.7
COc1cc(OC)c(C(=O)C=Cc2ccc(OC)c(OC)c2)c(OC)c1,10.4,40.7,-6.7,-7.0,2.8,-8.0,-0.6,19.2
COC(=O)C[C@@H]1C[C@@H]2c3cc(N)ccc3O[C@@H]2[C@H](CO)O1,.,11.4,-1.2,-13.5,0.5,-2.1,-3.5,-4.0
Cc1ccc(OCc2cc(C(=O)N(C)Cc3cnc4ccccn34)no2)cc1C,3.4,18.3,-5.1,.,-1.9,2.0,1.1,-8.1
COC(=O)CCC(=O)OC1(C)C(=O)C=C2C=C(C3CC3)N(CC3CC3)C=C2C1=O (centres undefined),-3.9,-4.1,5.1,4.1,0.3,-3.8,10.2,4.3
Cc1ccccc1-c1nc(CS(=O)(=O)CC(=O)NCc2ccc(F)cc2)c(C)o1,-6.4,31.1,0.4,7.1,3.1,2.8,1.7,-6.6
Cc1cccc(COC[C@H](Cc2ccccc2)N2CCN(C(=O)c3cc(Cl)cc(Cl)c3)CCC2=O)c1,17.4,16.3,.,20.1,.,11.6,-3.2,.
O=C(O)C[C@H]1C[C@@H]2c3cc(NC(=O)Cc4ccncc4)ccc3O[C@@H]2[C@H](CO)O1,11.0,-14.0,.,.,-2.0,0.7,8.0,-3.1
CCCNC(=O)N1[C@H](CO)[C@H](c2ccccc2-c2ccccc2F)[C@@H]1C#N,13.2,.,.,19.0,-2.0,1.7,1.6,-5.4
CCC(Sc1nc2ccccc2o1)C(=O)O (centres undefined),-6.4,-3.7,.,-4.2,0.9,-4.8,11.8,-4.5
Cn1nccc1-c1ccc(C(=O)NCc2ccco2)c2occc12,-11.1,-217.4,5.5,-103.0,-0.1,-10.3,-0.5,15.5
Cc1cc(NC(=O)c2ccc(Cl)cc2)cc(C)c1OCC(=O)N1CCOCC1,-9.5,-107.5,-1.8,-61.3,0.7,-0.2,6.8,.
CN(C)Cc1cn(CC[C@@H]2CC[C@@H](NS(=O)(=O)c3ccc(-c4ccccc4)cc3)[C@@H](CO)O2)nn1,1.5,-9.0,-4.0,1.1,1.3,6.7,-4.0,4.7
CC(NS(=O)(=O)c1ccccc1Cl)C1CC2CCC1C2 (centres undefined),-6.1,10.0,1.3,.,-1.8,4.9,0.7,-102.1
CC(=O)N1CCN(C(=O)C2(NC(=O)Nc3cccc(F)c3)CCCCC2)CC1,9.6,-17.6,.,0.4,-4.7,-5.8,-1.7,6.9
Cc1ccc(C(=O)C[n+]2ccccc2)cc1,-8.0,-31.2,6.5,-4.0,5.0,-0.4,1.2,-4.9
CC(C)C(=O)Nc1ccc(NC(=S)NC(=O)c2cc3ccccc3o2)cc1,-0.5,-11.5,.,0.5,-2.2,3.0,11.8,-4.7
COc1ccc(NC(=O)CSc2nnnn2-c2ccc(OC)cc2)cc1,.,-11.4,2.4,.,.,3.1,.,0.1
CSCCC(NS(=O)(=O)c1ccccc1)C(=O)Nc1nccs1 (centres undefined),11.6,15.5,-0.5,0.2,2.3,-4.5,-3.0,-13.2
Cc1ccc(N(C(=O)c2snc(C(N)=O)c2N)C(C(=O)NCC2CCCO2)c2ccc(C)o2)c(C)c1 (centres undefined),-5.0,14.5,0.1,19.6,-7.3,-2.6,-8.6,-13.2
C[C@@H](NC(=O)[C@@H]1[C@@H](CO)[C@@H]2Cn3c(cccc3=O)[C@@H]2N1Cc1ccncc1)c1ccccc1,-12.3,-7.0,1.2,-1.0,-0.1,.,10.0,.
Cc1cnc(C(=O)N2CCN(S(=O)(=O)c3ccc(F)c(F)c3F)CC2)cn1,-1.5,11.2,1.4,0.0,-0.3,-4.5,-5.5,-2.3
COC(=O)c1c(NC(=O)CN2CCC3(O)CCCCC3C2c2ccccc2OC)sc(C)c1C (centres undefined),.,3.2,1.3,3.1,-3.3,15.8,5.7,.

# From PubChem BioAssay

# This is a random part of the collection (roughly 2.1% active in at least one column).
